Screening results (PubChem)
TRPM1 prom inh = inhibitors of MITF-dependent TRPM1 promoter reporter, primary screen, cell-based, SK-MEL-5, single point, luciferase | inhibition, % at 12.5 µM | 0.83% of 330,000 active | SK-MEL-5 TRPM1 promoter luciferase, 24 h;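 active = mean inhibition across replicates of 60% or more, whatever share of single replicates reaches that level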; note: values of inactives mirror those of a sister screen read the other way
Peg3 prom inh = Peg3 promoter-driven luciferase inhibitors, primary screen, cell-based, HeLa, luciferase luminescence. HeLa PEG-Prom luciferase reporter, overnight. inhibition, % at 20 µM. 1.7% of 360,000 active;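 active = inhibition of at least 50% at 20 µM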
TRAIL sens C8 = viability loss with TRAIL in NB7+C8 cells, primary screen, TRAIL sensitizer project, cell-based, ATPlite luminescence; 1% of 360,000 active; inhibition (viability loss, TRAIL sensitization), % at 10 µM;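 active = compounds causing at least 50% loss of cell viability in the single-dose screen, relative to plate controls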
CF NFkB inh = inhibitors of PAF-induced NF-kB signaling, primary screen, cell-based, GFP fluorescence, uHTS; 0.86% of 360,000 active; KKLEB NF-kB-GFP reporter, GFP fluorescence overnight; AID 588850, 2011; inhibition, % at 5 µM;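 active = at least 50% inhibition at 5 µM, scaled per plate between neutral and stimulator controls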;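 note: PAF is a Pseudomonas aeruginosa culture filtrate used as stimulus; plate controls were PAF-stimulated DMSO wells for no effect and unstimulated DMSO wells for full effect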
iPSC survival up = enhancers of single-cell hiPSC survival, primary screen, ATPlite luminescence; survival enhancement, % at 20 µM; 0.044% of 360,000 active; 100% = ROCK inhibitor wells, 0% = DMSO; AID 602274, 2012; in the data active = survival enhancement above about 18%;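 note: cells exposed to compounds for 16 hours before the ATP read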
Shn3 3UTR inh = reduction of Shn3 3'UTR firefly luciferase signal, primary screen, Schnurri-3 inhibitor project, cell-based, Clone20 osteoblasts, set 2. AID 588674, 2011. inhibition, % at 12.5 µM. Clone20 osteoblast Shn3 3'UTR firefly luciferase, 24 h. 0.52% of 360,000 active;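 active = mean inhibition of at least 75% with every replicate also reaching 75%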;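 note: 0% = median of neutral control wells and 100% = pilot-screen positive control compound; some compounds past the cut are filed as inactive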
HIF-2a inh = HIF-2a reporter inhibitors, primary screen, luminescence, 786-0 RCC cells. 786-0 RCC cells HIF-2a reporter, luciferase luminescence, overnight. 0.72% of 360,000 active. inhibition, % at 18.8 µM. AID 624352, 2012;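 active = inhibition of the luminescence signal of 40% or more relative to plate controls, in a single-dose primary screen at 18.75 µM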
KKLEB cytotox = cytotoxicity in KKLEB CF airway cells, primary screen, cytotoxicity control for CF NF-kB inhibitor project, cell-based, uHTS, fluorescence assay plates | activity change (cytotoxicity), % at 5 µM | KKLEB CF airway cells viability, ATPlite luminescence, overnight; hits give low values; cells stimulated with P. aeruginosa culture filtrate | 0.36% of 360,000 active;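 active = corrected activity change at or below -50% at 5 µM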
EBV LMP1 NFkB = EBV LMP1-driven NF-kappaB luciferase reporter inhibitors, primary screen, cell-based, luminescence, single point | LMP1-induced NF-kappaB luciferase reporter cells | inhibition, % at 12.5 µM | 0.69% of 350,000 active | AID 504558, 2011; in the data active = inhibition above about 41%;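 note: 0% = neutral control wells and 100% = reference inhibitor control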
NR2E3 ag-1 = NR2E3 agonists in two-hybrid cells, primary screen, cell-based, luminescence, CHO-S, Gal4-NCOR/VP16-NR2E3; Photoreceptor-specific nuclear receptor (Homo sapiens), Q9Y5X4; 0.35% of 360,000 active; luciferase; AID 602229, 2012; inhibition of corepressor binding, % at 3.98 µM;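 active = inhibition above the mean of all tested compounds plus 3 SD, cut at about 70% in these data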;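 note: 0% = DMSO with NR2E3 transfected cells and 100% = cells lacking NR2E3 construct; higher means lower luciferase signal from less NR2E3 corepressor binding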
Target sequence (Q9Y5X4 whole entry, looked up, the tested form may be a part): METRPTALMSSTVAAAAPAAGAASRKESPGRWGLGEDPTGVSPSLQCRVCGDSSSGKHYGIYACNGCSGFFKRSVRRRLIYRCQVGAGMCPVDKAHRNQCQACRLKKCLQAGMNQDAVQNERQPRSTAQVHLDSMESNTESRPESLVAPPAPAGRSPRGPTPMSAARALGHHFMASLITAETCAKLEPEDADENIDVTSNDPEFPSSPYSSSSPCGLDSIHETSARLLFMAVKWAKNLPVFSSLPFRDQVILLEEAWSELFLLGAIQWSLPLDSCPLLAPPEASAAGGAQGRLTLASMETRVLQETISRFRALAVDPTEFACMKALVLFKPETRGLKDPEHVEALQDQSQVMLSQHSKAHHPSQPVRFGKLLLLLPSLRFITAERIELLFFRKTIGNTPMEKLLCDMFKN
NR2E3 ag-2 = inhibitors of NR2E3-RetCOR corepressor binding, primary screen, NR2E3 agonist project, biochemical, TR-FRET, GST-NR2E3, biotin-RetCOR. inhibition of corepressor binding, % at 4.78 µM. 1536-well. AID 2300, 2010. Photoreceptor-specific nuclear receptor (Homo sapiens), Q9Y5X4. 0.12% of 320,000 active;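 active = percent inhibition above the cutoff of mean plus 3 SD of all tested compounds, set per screening campaign, cut at about 20% in these data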;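 note: 0% = DMSO wells and 100% = biotin wells as full block of FRET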
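Material: NR2E3–RetCOR corepressor complex | Quantity: 1.35 nM GST-tagged NR2E3 final | Schedule: 5 h at 4 °C | Replication: Singlicate compound wells | Reagent: RetCOR corepressor, biotinylated, 7 nM | Controls: Biotin wells as high control, 0.6% DMSO wells as low control | Signal: TR-FRET, Eu(K)-anti-GST donor, streptavidin-D2 acceptor, ex 340, em 617/671 nm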
Numbers without * were called inactive; · = not tested or not shown.

Results follow in this order: TRPM1 prom inh | Peg3 prom inh | TRAIL sens C8 | CF NFkB inh | iPSC survival up | Shn3 3UTR inh | HIF-2a inh | KKLEB cytotox | EBV LMP1 NFkB | NR2E3 ag-1 | NR2E3 ag-2
1	Cc1ccc(OCc2nc3ccccc3n2C)cc1
    -36 | -337 | 39 | -11 | -0.7 | -126 | -279 | -4 | -26 | -151 | -1
2	Cn1c(=S)[nH]c2[nH]c(=O)cnc2c1=O
    11 | 5 | -2 | 18 | 3.1 | 4 | 18 | 0 | -3 | -8 | -2
3	O=C(COc1ccc(Br)cc1)N(CCO)CCO
    -9 | 12 | -18 | 7 | 1.2 | -1 | 3 | -6 | 1 | 6 | 1
4	Cc1ccc(S(=O)(=O)N2CCOCC2)cc1C(=O)N1C(=O)c2cccc(N)c2C1=O
    7 | 3 | 6 | -8 | 1.2 | -9 | 13 | -2 | 4 | -24 | 2
5	CC(=O)Nc1ccc(NC(=O)CSC2=NS(=O)(=O)c3cc(Cl)ccc3N2)cc1
    -3 | 4 | -14 | -27 | 0.2 | 6 | 6 | 5 | 3 | -3 | -1
6	Cc1cc(NC(=O)c2ccc(-c3ccccc3[N+](=O)[O-])o2)no1
    · | -159 | 16 | -19 | -0.4 | -36 | -216 | 17 | 0 | -28 | ·
7	CCOC(=O)c1c(NC(=O)c2ccccc2Cl)sc2c1CCc1ccccc1-2
    12 | 7 | 4 | -8 | -1.2 | 18 | 12 | -2 | 3 | -14 | 1
8	N#Cc1ccc(OCc2nnc(-c3ccc([N+](=O)[O-])cc3)o2)cc1
    13 | -11 | -1 | -10 | -0.8 | -22 | 9 | -11 | 15 | -15 | 3
9	CCOC(=O)N1CCN(CC(O)COc2ccccc2C(C)(C)C)CC1 (stereo not given)
    -6 | 8 | -4 | 6 | -1.3 | -7 | 16 | 1 | 6 | -15 | -1
10	CN(Cc1nc2ccccc2c(=O)[nH]1)C(=O)c1cccc(NC(=O)c2cccs2)c1
    -8 | 19 | -5 | -10 | 0.3 | 13 | 16 | 11 | 10 | 14 | ·
11	CN(Cc1nc(-c2cccc(Cl)c2)no1)C1CCOCC1
    -65 | -180 | -27 | 2 | 0.8 | -45 | -213 | -3 | -15 | -54 | 0
12	O=C(O)CC(Cc1ccc(Cl)cc1)C(=O)NCC12CC3CC(CC(C3)C1)C2 (stereo not given)
    2 | 10 | 17 | 4 | 1.6 | -5 | 6 | -2 | 1 | -15 | 0
13	CCOc1ccc(NC(=S)NC(=O)/C=C/c2ccco2)cc1
    -7 | -31 | 15 | 10 | -0.4 | -31 | -86 | -21 | -7 | -11 | -3
14	COc1ccc(C(C)(NC(C)=O)c2nc(-c3cc(F)cc(F)c3)cs2)cc1 (stereo not given)
    · | 12 | 12 | 15 | -2.7 | -2 | 21 | -16 | · | -22 | ·
15	O=C(O)CCc1nn2c3ccccc3n(CC(=O)O)c2nc1=O
    5 | 3 | 2 | 4 | -1.2 | -18 | 16 | 5 | -2 | 11 | 0
16	Cc1ccc(Cl)cc1NC(=O)COC(=O)c1ccc(CN2CCCC2=O)cc1
    -6 | -4 | -10 | -20 | -1.7 | -13 | -21 | 10 | -2 | -5 | 0
17	C[C@H](O)C#Cc1ccc2c(c1)O[C@@H](CN(C)C(=O)c1ccncc1)[C@@H](C)CN([C@H](C)CO)S2(=O)=O
    · | -7 | -4 | -10 | 0.0 | -17 | 0 | -25 | -11 | -11 | ·
18	NC(=O)CSc1nnc(-c2ccncc2)o1
    -6 | 18 | 4 | -7 | -0.3 | -1 | 3 | 10 | -8 | 6 | 0
19	COC(=O)c1cc(=O)c2c([N+](=O)[O-])ccc(OC)c2o1
    1 | 15 | -5 | 16 | -0.2 | -12 | 17 | -3 | -16 | -12 | -1
20	COc1ccc(Cc2c(O)nc[nH]c2=O)cc1
    3 | 20 | -23 | -7 | 5.0 | -2 | 10 | 19 | 4 | -10 | 4
21	Cc1ccc(C(=O)NC2CCCc3c2cnn3-c2ccc(F)cc2F)cn1 (stereo not given)
    5 | 20 | 31 | 19 | -0.5 | 83 | 14 | 8 | 36 | 100* | 2
22	CCN(c1ccc(OC)cc1)S(=O)(=O)c1ccc2c(c1)NC(=O)CS2
    -9 | -24 | 13 | -5 | -0.2 | -6 | -62 | 17 | 5 | -17 | 0
23	COCCN(Cc1ccccc1)C(=O)c1c(C)nn(-c2ccccc2)c1C
    0 | -3 | 3 | -9 | 0.0 | 12 | 14 | 11 | -7 | -6 | -2
24	C[C@H]1C(=O)N(C)CCN1C(=O)c1ccccc1OC1CCN(S(C)(=O)=O)CC1
    4 | 1 | 0 | 9 | -1.8 | -3 | -1 | -2 | 3 | -4 | 3
25	CCCCCCCC(=O)OCC(=O)[C@@]1(O)CC[C@H]2[C@@H]3CCC4=CC(=O)CC[C@]4(C)[C@H]3[C@@H](O)C[C@@]21C
    -11 | -6 | 2 | 61* | 3.1 | -10 | 26 | 41 | 3 | 1 | 7
26	Cc1cc(C(=O)OCC(=O)N2C(C)CCCC2C)c(C)o1 (stereo not given)
    2 | -5 | 0 | 8 | -0.6 | 8 | 9 | -2 | -2 | -12 | 1
27	CCOc1ccccc1CNC(=O)CCCc1cn(C)c2ccccc12
    · | 15 | 9 | -7 | -1.3 | -4 | 12 | -14 | -2 | -10 | 0
28	CC(C)c1ccc(CC(=O)N2CCC2(C)C(=O)Nc2ccc3c(c2)OCO3)cc1 (stereo not given)
    · | -58 | -1 | -40 | -0.7 | -17 | -74 | 15 | · | 8 | ·
29	COc1ccccc1CNC(=O)/C(C#N)=C/c1ccc(OC)c(OC)c1OC
    14 | -1 | -7 | 15 | 0.4 | 9 | 12 | -5 | 8 | 0 | 1
30	Cc1ccccc1N1C(=O)C2C3C=CC(C2C1=O)N(C)C3=O (stereo not given)
    -11 | 10 | -3 | -6 | -1.8 | -49 | 8 | -3 | 3 | -9 | 2
31	Cc1ccc(Cn2cnc3sc4c(c3c2=O)CCC4)c(C)c1
    -9 | -98 | 7 | 8 | -1.7 | -2 | -56 | -8 | -12 | -74 | 2
32	CC1C(=O)N(Cc2ccc([N+](=O)[O-])cc2)c2ccccc2N1C(=O)c1c(F)cccc1F (stereo not given)
    0 | 30 | 12 | 2 | -0.1 | 52 | 19 | -4 | 2 | 16 | -2
33	Cc1cccc(C(=O)NC(=S)N(C)C2CCCCC2)c1
    -35 | -89 | 16 | -15 | -0.4 | -32 | -42 | -1 | -2 | -24 | 2
34	CCc1nc2ccc(C(=O)NCCc3c[nH]c4ccccc34)cn2c1N(C=O)CCC(C)C
    · | 11 | 13 | 32 | -0.8 | 4 | 11 | -21 | · | -9 | ·
35	O=S(=O)(NC1CCCC1)c1ccc(F)cc1F
    · | 10 | -6 | 3 | 2.3 | -3 | 15 | -10 | 5 | -24 | ·
36	CCCCCCC(=O)N1CCCC(c2nc(-c3cccc(OC)c3)no2)C1 (stereo not given)
    -9 | -31 | 8 | -13 | 0.0 | -13 | -45 | -3 | -8 | -5 | -1
37	NS(=O)(=O)c1cccc(NC(=O)COC(=O)CCCc2c[nH]c3ccccc23)c1
    18 | 9 | -4 | -1 | -0.2 | 70 | 11 | -5 | 11 | -1 | 3
38	Cc1ccc(NC(=O)C2CCCN(C(=O)c3ccc(Cl)cc3)C2)cc1C (stereo not given)
    -63 | -259 | 19 | 13 | -1.3 | -62 | -256 | 5 | -12 | -64 | -1
39	FC(F)(F)c1ccc(CN2C[C@@H]3C(c4ccccc4)C4(c5cccnc5)CC3(C4)[C@H]2c2ccccc2)cc1 (stereo not given in full)
    4 | 27 | 16 | 16 | -1.6 | -1 | 8 | -8 | -18 | 14 | -4
40	O=c1cc(-c2ccc(O)c(-c3c(O)cc(O)c4c(=O)cc(-c5ccc(O)cc5)oc34)c2)oc2cc(O)cc(O)c12
    -2 | 12 | -7 | 29 | -2.5 | 10 | 18 | -3 | -27 | -9 | 2
41	CCOC(=O)N1CCN(C(=O)c2ccc(N(Cc3ccccc3Cl)S(C)(=O)=O)cc2)CC1
    17 | -1 | 3 | 9 | -0.5 | 9 | 8 | 7 | 2 | -4 | 0
42	O=C(O)Cc1sc(-c2ccc(C(=O)O)cc2)nc1-c1ccccc1
    -7 | 17 | -4 | -3 | -1.3 | -6 | -9 | 0 | -9 | -55 | 7
43	CN(Cc1nc2ccccc2c(=O)[nH]1)C(=O)COc1ccccc1Cc1ccccc1
    -2 | -3 | -8 | 17 | 0.3 | 4 | -47 | -4 | -5 | -29 | 0
44	Cc1cccc(C(=O)NCCC(=O)NCc2ccccc2Cl)c1
    -11 | 6 | -3 | 0 | -0.5 | -2 | 10 | 12 | 3 | -3 | 1
45	CCOc1ccc(S(=O)(=O)N2CCOCC2)cc1NC(=O)CN1C(=O)NC2(CCCC2)C1=O
    2 | -1 | -9 | 15 | -0.3 | 1 | 7 | 2 | -2 | -4 | 1
46	Cc1cnc(CNC(=O)c2ccc3sc([C@@H]4O[C@H](CO)[C@H](O)[C@H](O)[C@H]4O)nc3c2)cn1
    · | 1 | -3 | 6 | 0.9 | 11 | 9 | 0 | · | 10 | ·
47	Cc1cc2c(cc1C)C(c1ccccc1F)CC(=O)N2 (stereo not given)
    2 | 28 | 24 | 1 | 0.4 | 13 | 18 | -6 | -1 | -39 | 4
48	O=C(c1cc(COc2ccc3ncccc3c2)on1)N1CCC[C@H]1CO
    6 | -75 | 19 | 24 | -0.4 | 74 | -82 | -10 | 14 | 81* | 4
49	Cc1ccc(S(=O)(=O)NCCc2nnc3ccc(N4CCOCC4)nn23)cc1
    · | 6 | -6 | 13 | 6.4 | 12 | 11 | -5 | -3 | 23 | ·

Looked up by compound from the list above:
Results follow in this order: TRPM1 prom inh | Peg3 prom inh | TRAIL sens C8 | CF NFkB inh | iPSC survival up | Shn3 3UTR inh | HIF-2a inh | KKLEB cytotox | EBV LMP1 NFkB | NR2E3 ag-1 | NR2E3 ag-2
17	C[C@H](O)C#Cc1ccc2c(c1)O[C@@H](CN(C)C(=O)c1ccncc1)[C@@H](C)CN([C@H](C)CO)S2(=O)=O
    · | -7 | -4 | -10 | 0.0 | -17 | 0 | -25 | -11 | -11 | ·
11	CN(Cc1nc(-c2cccc(Cl)c2)no1)C1CCOCC1
    -65 | -180 | -27 | 2 | 0.8 | -45 | -213 | -3 | -15 | -54 | 0

These rows are one share of the data. The share of hits here may be higher or lower than overall.
